TRPM1 prom inh: reduces MITF-dependent TRPM1 promoter luciferase signal. SK-MEL-5 TRPM1 promoter luciferase, 24 h. inhibition, % at 12.5 µM. 330,000 tested, 0.83% active;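 active means mean inhibition across replicates of 60% or more, whatever share of single replicates reaches that level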; further: values of inactives mirror those of a sister screen read the other way
CaV13 FRET inh: Disruptors of the CACNA1D IQ motif to Ca2+-dependent inactivation inhibitor domain association, primary screening, Förster resonance energy transfer in intact living …; 340,000 tested, 0.098% active; HEK cells, CFP/YFP FRET ICDI-IQ, plate reader, 10 min; percent FRET-ratio fall versus neutral wells; inhibition, % at 12.3 µM; AID 743397;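 active means mean replicate inhibition of at least 30% and at least 1% of replicates passing that level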;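 further: 0% = median of the neutral control wells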
iPSC survival up: enhancers of human iPSC single-cell survival; hiPSC single-cell survival, ATPlite luminescence; 100% = ROCK inhibitor wells, 0% = DMSO; survival enhancement, % at 20 µM; 360,000 tested, 0.044% active; AID 602274; in the data active means survival enhancement above about 18%;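 further: cells exposed to compounds for 16 hours before the ATP read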
Shn3 inh set2: reduces Shn3 3'UTR luciferase signal in osteoblasts; Clone20 osteoblast Shn3 3'UTR firefly luciferase, 24 h; inhibition, % at 12.5 µM; 360,000 tested, 0.52% active; AID 588674;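 active means mean inhibition of at least 75% with every replicate also reaching 75%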;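 further: 0% = median of neutral control wells and 100% = pilot-screen positive control compound; some compounds past the cut are filed as inactive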
Cardio protect: myocardial damage modulation in H9c2 cells; H9c2 cardiomyocytes, H2O2 injury protection, ATPLite, 2 h; protection from H2O2 cell death, % at 20 µM; 360,000 tested, 0.63% active;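 active means compounds giving at least 50% protection of heart cells from peroxide-induced death in the single-dose screen, raw or plate-pattern-corrected value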;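 further: 0% = DMSO wells with peroxide and 100% = DMSO wells without peroxide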
Peg3 prom inh: Peg3 promoter activity inhibition; inhibition, % at 20 µM; HeLa PEG-Prom luciferase reporter, luminescence, overnight; 360,000 tested, 1.7% active;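 active means inhibition of at least 50% at 20 µM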
HTR2A ag: mouse HTR2A agonism via beta-arrestin recruitment; CHO-K1 mHTR2A beta-arrestin complementation, luminescence; percent of 30 µM serotonin response; activation, % at 7.6 µM; 360,000 tested, 0.66% active;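 active means activation above a run cutoff, the mean activation of all tested compounds plus 3 SD, cut at about 14% in these data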;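 further: 0% = plate median of compound wells and 100% = 30 µM serotonin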
NR2E3 ag-1: activates human photoreceptor nuclear receptor NR2E3; AID 2300; 320,000 tested, 0.12% active; GST-NR2E3/biotin-RetCOR TR-FRET, 1536-well; inhibition of corepressor binding, % at 4.78 µM;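 active means percent inhibition above the cutoff of mean plus 3 SD of all tested compounds, set per screening campaign, cut at about 20% in these data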;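 further: 0% = DMSO wells and 100% = biotin wells as full block of FRET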
Target sequence (Q9Y5X4 whole entry, looked up): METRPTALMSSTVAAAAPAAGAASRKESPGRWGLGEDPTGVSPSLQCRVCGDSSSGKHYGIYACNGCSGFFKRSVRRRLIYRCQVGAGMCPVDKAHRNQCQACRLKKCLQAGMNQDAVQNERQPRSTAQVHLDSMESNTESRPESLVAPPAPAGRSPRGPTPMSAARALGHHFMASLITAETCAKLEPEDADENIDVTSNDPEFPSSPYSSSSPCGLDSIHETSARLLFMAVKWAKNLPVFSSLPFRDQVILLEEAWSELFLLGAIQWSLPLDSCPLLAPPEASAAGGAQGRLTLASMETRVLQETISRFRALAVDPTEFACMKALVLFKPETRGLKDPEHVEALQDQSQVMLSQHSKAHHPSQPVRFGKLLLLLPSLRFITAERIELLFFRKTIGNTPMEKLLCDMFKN
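Material: NR2E3–RetCOR corepressor complex | Quantity: 1.35 nM GST-tagged NR2E3 final | Schedule: 5 h at 4 °C | Replication: Singlicate compound wells | Reagent: RetCOR corepressor, biotinylated, 7 nM | Controls: Biotin wells as high control, 0.6% DMSO wells as low control | Signal: TR-FRET, Eu(K)-anti-GST donor, streptavidin-D2 acceptor, ex 340, em 617/671 nm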
PDI turbidity: blocks human protein disulfide isomerase activity | P07237 | PDI insulin aggregation turbidity, A650, 90 min | 350,000 tested, 0.052% active | inhibition, % at 10 µM;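 active means mean inhibition across replicates of 30% or more, whatever share of single replicates reach that level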;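 further: absorbance from insulin aggregation driven by PDI reduction with DTT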
Target sequence (P07237 whole entry, looked up): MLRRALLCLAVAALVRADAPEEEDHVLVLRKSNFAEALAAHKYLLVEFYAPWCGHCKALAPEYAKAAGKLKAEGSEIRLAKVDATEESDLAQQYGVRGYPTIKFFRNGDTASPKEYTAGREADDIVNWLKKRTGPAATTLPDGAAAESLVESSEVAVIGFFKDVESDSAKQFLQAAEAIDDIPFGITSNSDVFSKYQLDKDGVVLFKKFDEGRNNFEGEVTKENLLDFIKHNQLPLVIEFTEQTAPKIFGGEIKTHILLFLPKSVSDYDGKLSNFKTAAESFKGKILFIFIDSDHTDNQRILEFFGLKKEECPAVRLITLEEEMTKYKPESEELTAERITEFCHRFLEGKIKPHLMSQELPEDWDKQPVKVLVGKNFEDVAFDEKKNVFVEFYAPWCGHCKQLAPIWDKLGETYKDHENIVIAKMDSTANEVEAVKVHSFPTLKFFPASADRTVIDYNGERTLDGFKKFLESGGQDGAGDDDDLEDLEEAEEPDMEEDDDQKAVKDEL
NR2E3 ag-2: human photoreceptor-specific nuclear receptor agonism; CHO-S Gal4-NCOR/VP16-NR2E3 two-hybrid, luciferase; inhibition of corepressor binding, % at 3.98 µM; 360,000 tested, 0.35% active; AID 602229;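 active means inhibition above the mean of all tested compounds plus 3 SD, cut at about 70% in these data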;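 further: 0% = DMSO with NR2E3 transfected cells and 100% = cells lacking NR2E3 construct; higher means lower luciferase signal from less NR2E3 corepressor binding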
HIF-2a inh: blocks HIF-2a reporter activity | 786-0 RCC cells HIF-2a reporter, luciferase luminescence, overnight | inhibition, % at 18.8 µM | 360,000 tested, 0.72% active;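 active means inhibition of the luminescence signal of 40% or more relative to plate controls, in a single-dose primary screen at 18.75 µM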
The depositor's hits bear a star; · = not tested or not shown.

SMILES	TRPM1 prom inh	CaV13 FRET inh	iPSC survival up	Shn3 inh set2	Cardio protect	Peg3 prom inh	HTR2A ag	NR2E3 ag-1	PDI turbidity	NR2E3 ag-2	HIF-2a inh
Cc1ccc(OCc2cc(C(=O)N3CC4C[C@@H]5CC3C[C@H](C4)C5)no2)cc1C	-109	-6	0.9	-72	-15	-280	2	2	0	-101	-235
CCC(C)NC(=O)c1cn(CC)c2ccc(S(=O)(=O)N3CCCCCC3)cc2c1=O (stereo not drawn)	-1	-3	-0.5	4	3	39	5	-2	-1	-19	25
Cc1cc(C)c(N2CCN(S(=O)(=O)N3CCCCCC3)CC2)c(C)c1	11	-1	3.8	34	-24	-2	8	2	-6	-3	12
CC1=CCC2C(=O)N(c3ccc4ccccc4n3)C(=O)C2C1 (stereo not drawn)	8	·	-0.9	-12	15	-18	-2	-1	6	-44	-13
O=C(Cc1cccs1)NCC1CCCO1 (stereo not drawn)	15	-9	5.0	34	4	5	-4	-2	7	-11	29
CC1=C(C(=O)Nc2cccc(C(=O)NCc3ccc(F)cc3)c2)SCCO1	8	-3	-0.6	16	6	13	2	0	10	-4	-4
O=C(CN(C(=O)CNS(=O)(=O)c1ccc(F)cc1)c1ccccc1F)NCc1ccco1	·	-1	0.0	25	0	13	1	-2	-11	-2	10
O=C(O)CNc1nc(-c2ccccc2)nc2c1oc1ccccc12	25	-5	0.6	4	1	22	1	-2	-2	-9	18
COC(=O)C1=C(C(=O)OC)[C@@H]2Nc3ccccc3[C@@]23C[C@@H](C(=O)OC)N(C(=O)CC(C)C)C3=N1	11	-11	-2.5	19	2	1	-1	2	0	12	11
CC(=O)Nc1ccc(CN(C)c2c(C)nc3ccc(C(=O)N4CCN(c5ccccc5)CC4)cn23)cc1	·	-7	2.5	6	8	3	4	·	7	-19	9
CC1(C)CC(=O)c2sc(NS(=O)(=O)c3ccc([N+](=O)[O-])cc3)nc2C1	-8	·	-0.1	0	-2	7	3	4	0	-28	7
COc1ccc(C)cc1NC(=O)C1CCN(C(=O)C2CC(=O)N(c3ccc(C)cc3)C2)CC1 (stereo not drawn)	-4	-7	-0.3	0	4	10	-1	3	-17	-4	5
N=C1/C(=C/c2cccn2Cc2ccc(F)cc2)C(=O)N=C2SC=CN12	-4	-5	1.0	-2	26	-18	-1	1	2	-1	-23
CC(C)CN1CCNC(=O)C1CC(=O)NCc1cnn(-c2cccc(F)c2)c1 (stereo not drawn)	·	-4	0.4	-4	2	10	-4	-3	8	2	14
O=C(Nc1ccccc1C(F)(F)F)c1cnccn1	4	-19	-0.2	9	9	-13	19*	1	-2	25	0
Cc1ccc(C)c2[nH]c(=O)c(CN(Cc3ccco3)S(=O)(=O)c3ccc4c(c3)OCCO4)cc12	1	-9	-1.2	45	18	2	-1	-3	-18	5	-18
O=C(C1=NN[C@@H]2C(=O)N(c3cccc(F)c3)C(=O)[C@H]12)c1cnccn1	-5	-20	-0.2	25	4	0	1	0	3	3	-2
COc1ccc(CCNC(=O)COc2cc(C)cc3oc(=O)cc(C)c23)cc1	10	-2	0.1	3	0	7	-3	1	-2	-8	13
CC1(c2ccccc2)NC(=O)N(CC(=O)NNC(=O)c2ccccc2)C1=O (stereo not drawn)	3	·	0.3	-54	1	-4	1	0	-3	5	16
CC1(C)Cc2c(cnn2-c2ccccc2)C(NC(=O)CCN2CCCCO2)C1 (stereo not drawn)	0	-3	0.4	6	0	-37	3	-3	7	0	-57
O=C(O)c1ccc(-c2ccccn2)s1	2	4	0.4	-3	-1	-39	7	1	10	-101	-32
COc1ccc(C(=O)NC(C)c2nnc(SCc3ccc(Cl)c(Cl)c3)n2C)cc1 (stereo not drawn)	17	-9	1.2	7	3	19	0	-7	6	-11	0
Cc1nc(C)c(-c2ccccc2)c(=O)[nH]1	-9	-1	3.8	-7	4	7	-2	1	-3	16	15
COc1cccc(C(=O)N2CCN(c3ccc(N4CCOCC4)nn3)CC2)c1	-7	-6	-0.2	-6	0	12	10	-1	-7	5	7
COc1cc(C2C(C(=O)OC(C)C)=C(C)Nc3[nH]c(=O)[nH]c(=O)c32)ccc1O (stereo not drawn)	-2	·	2.5	6	1	10	0	3	-1	-20	14

Following part
SMILES	TRPM1 prom inh	CaV13 FRET inh	iPSC survival up	Shn3 inh set2	Cardio protect	Peg3 prom inh	HTR2A ag	NR2E3 ag-1	PDI turbidity	NR2E3 ag-2	HIF-2a inh
C[C@@H]1COC(=O)[C@@H](Cc2ccc(F)cc2)C/C=C\C[C@@H](CC(=O)N[C@H](CO)Cc2ccccc2)C(=O)N1	-5	-6	-0.3	17	-2	16	-1	·	4	17	13
CCOC(=O)CC1=CCc2c1ccc(OC)c2OC	-34	-2	-1.6	-28	-6	-89	0	·	2	-57	-104
COc1ccc(C(C)(O)c2nc(-c3cccc(C(=O)O)c3)cs2)cc1 (stereo not drawn)	·	-5	4.6	-6	3	-113	8	·	9	-65	-82
O=C(NCc1nnc(SCC(=O)N2CCCc3ccccc32)o1)c1ccco1	8	10	1.3	-1	9	6	-1	2	17	1	19
CC1CCCC(C)N1C(=O)c1cc(-c2cccs2)on1 (stereo not drawn)	-76	-9	5.8	-55	-9	-162	4	5	16	-44	-215
COc1ccc(OC)c(S(=O)(=O)NC2CC(=O)N(c3ccc(C)c(C)c3)C2)c1 (stereo not drawn)	2	-2	-0.4	10	-5	17	-7	-1	5	7	12
Cc1ccc(NC2=NC3(CCCCC3)N=C(N)N2)c(C)c1	16	-3	-2.1	28	-2	32	-7	3	-5	-1	22
O=C(C1CCC1)N1CCc2cc(S(=O)(=O)NC3CCCC3)ccc21	-2	-2	-3.6	19	1	11	1	4	-11	2	10
O=C1NC(=O)C2C3OC(C(Br)C3Br)C12 (stereo not drawn)	·	-5	0.6	-9	-2	7	1	·	-6	8	6
Cc1ccc(N2CC(C)Cn3c2nc2c3c(=O)[nH]c(=O)n2C)cc1C (stereo not drawn)	2	-19	0.1	15	-2	7	-9	-4	1	-1	16
COCCCNC(=O)Cn1cnc2sc(C)c(S(=O)(=O)N3CC(C)CC(C)C3)c2c1=O (stereo not drawn)	1	·	0.6	3	-2	14	-2	3	-5	-5	9
Cc1ccccc1NC(=S)N/N=C/c1ccc(O)cc1O	-9	-16	-0.7	-4	21	-82	6	0	-9	-122	-269
O=C(Nc1cc(Cl)ccc1O)C1CC(c2ccccc2O)=NO1 (stereo not drawn)	20	-2	0.8	-5	-2	39	1	-2	5	-4	23
Cc1cc(NS(=O)(=O)c2ccc(NC(=S)NC(=O)c3ccncc3)cc2)no1	8	-17	0.1	4	-2	15	0	1	4	-25	18
Clc1nc(CN2CCOCC2)nc2sc3c(c12)CCC3	-2	-2	0.1	1	7	-2	0	4	-1	-21	8
CC(O)(c1ccc(F)c(F)c1)c1nc(-c2ccc3ccccc3c2)cs1 (stereo not drawn)	·	-12	0.6	8	-25	-10	-7	·	9	-6	-33
CCCCCn1c(CNC(C)=O)nc2ccccc21	-5	·	0.6	17	-1	8	4	2	-9	-20	-2
CCN(CCCn1c(SCC#N)nc2ccccc2c1=O)c1ccccc1	-7	-3	-2.7	-16	-2	26	1	-1	-3	-12	22
CC1CCc2c(sc(NC(=O)C3CCCO3)c2C#N)C1 (stereo not drawn)	-120	-2	-0.2	-89	-3	-333	0	2	-10	-150	-300
O=C(CN1C(=O)C2CC=CCC2C1=O)Nc1ccc(Br)cc1 (stereo not drawn)	4	-5	-0.3	-9	-4	3	-2	2	2	-14	-1
O=c1[nH]c(CCl)nc2cc(-c3ccc(Cl)cc3)sc12	14	·	-5.9	-2	-38	27	7	2	6	-37	-60
CCOC(=O)c1cccc(NC(=O)CN(C)S(=O)(=O)c2cnc[nH]2)c1	10	·	0.1	-8	7	8	-4	-2	-4	-28	-6
Nn1c(SCc2ccc(Br)cc2)nnc1-c1ccccn1	-2	-4	-3.4	-4	-11	-55	2	0	-7	4	-123
CN(C)C(=O)COc1ccc2c(-c3ccccc3)cc(=O)oc2c1	9	-5	-0.5	-6	0	4	10	·	-2	-37	-5
COc1ccc(-c2c(NC(=O)c3ccco3)n(-c3ccc(C)cc3)nc(C)c2=O)cc1	·	-5	0.2	6	14	3	-5	0	1	3	16

Remaining list, next part
SMILES	TRPM1 prom inh	CaV13 FRET inh	iPSC survival up	Shn3 inh set2	Cardio protect	Peg3 prom inh	HTR2A ag	NR2E3 ag-1	PDI turbidity	NR2E3 ag-2	HIF-2a inh
O=C(NCC(=O)N(c1cccc(F)c1)C(C(=O)NC1CCCC1)c1cccnc1)c1cccs1 (stereo not drawn)	·	-5	0.9	-20	7	11	6	0	-2	-1	5
COc1ccc(C(C(=O)NC2CCCCC2)N(C(=O)c2ccccn2)c2cccnc2)c(OC)c1 (stereo not drawn)	2	-4	-0.3	-2	-4	1	5	0	-4	-16	3
NC(=O)CCCn1c(C(=O)c2cc(Cl)c(N)c(Cl)c2)c2ccc([N+](=O)[O-])cc2[n+]1[O-]	56	0	-4.7	43	0	18	0	3	2	2	39
CN1CCN(C(=O)c2cc3c(c(-c4cccc(-c5cc6ccccc6o5)c4)n2)[C@@H](CCO)N(S(=O)C(C)(C)C)C3)CC1 (stereo partly drawn)	·	-9	-3.4	3	18	-21	-1	·	·	-71	-61
CCOc1ccc(C(C)NC(=O)c2cc(=O)[nH]c3ccccc23)cc1OCC (stereo not drawn)	·	-3	-0.1	-45	-1	19	-3	-2	-12	-31	11
CC(C)c1nc2sc3c(c2c(=O)[nH]1)CC(C)(C)OC3	10	-6	-0.7	6	3	0	5	·	23	4	9
C#CCNC(=O)C1=C[C@H](c2ccc(Br)cc2)C[C@H](OCCCCO)O1	-2	-5	-1.5	-8	1	-12	-1	-3	0	-6	-4
O=C(OCCCOC(=O)c1ccc(Br)o1)c1ccc(Br)o1	4	-16	0.0	6	-3	-3	6	2	-1	-18	6
NC(=O)C1CCN(C(=O)c2ccc(Oc3cc(Cl)cc(Cl)c3)o2)CC1	3	-3	-0.6	-32	-2	9	-2	2	15	-7	9
Cc1cccc(C(=O)N=c2sccn2C)c1[N+](=O)[O-]	-95	-6	0.2	-81	1	-275	9	2	2	-74	-232
COc1ccccc1OCCNC(=O)Cc1ccc(Cl)c(Cl)c1	6	-3	0.3	13	1	15	-5	2	1	-2	17

Ordered by number of heavy atoms (lowest first): part of the list above
SMILES	TRPM1 prom inh	CaV13 FRET inh	iPSC survival up	Shn3 inh set2	Cardio protect	Peg3 prom inh	HTR2A ag	NR2E3 ag-1	PDI turbidity	NR2E3 ag-2	HIF-2a inh
Cc1cccc(C(=O)N=c2sccn2C)c1[N+](=O)[O-]	-95	-6	0.2	-81	1	-275	9	2	2	-74	-232
CC1=CCC2C(=O)N(c3ccc4ccccc4n3)C(=O)C2C1 (stereo not drawn)	8	·	-0.9	-12	15	-18	-2	-1	6	-44	-13
CCN(CCCn1c(SCC#N)nc2ccccc2c1=O)c1ccccc1	-7	-3	-2.7	-16	-2	26	1	-1	-3	-12	22
O=C(NCc1nnc(SCC(=O)N2CCCc3ccccc32)o1)c1ccco1	8	10	1.3	-1	9	6	-1	2	17	1	19

Screening results as filed in PubChem BioAssay.
